Screens: PubChem, The Scripps Research Institute Molecular Screening Center
GPR151 ag – activators of human GPR151; PathHunter beta-arrestin GPR151 cells, luminescence; activation, % at 11.2 µM; 1% of 650,000 active; AID 1508602; in the data active = activation above about 4.9%;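 note: 0% = median of compound wells and 100% = cells with positive control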
FBW7 act – activators of human E3 ligase FBW7 | 0.13% of 650,000 active | normalized activity (activation), % at 26.1 µM | AlphaScreen FBW7–phospho-cyclin E peptide binding, activator screen | Q969H0; in the data active = normalized activity above about 1.9%;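 note: purified mutant Fbw7 with reduced substrate affinity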
Target sequence (Q969H0 whole entry, looked up): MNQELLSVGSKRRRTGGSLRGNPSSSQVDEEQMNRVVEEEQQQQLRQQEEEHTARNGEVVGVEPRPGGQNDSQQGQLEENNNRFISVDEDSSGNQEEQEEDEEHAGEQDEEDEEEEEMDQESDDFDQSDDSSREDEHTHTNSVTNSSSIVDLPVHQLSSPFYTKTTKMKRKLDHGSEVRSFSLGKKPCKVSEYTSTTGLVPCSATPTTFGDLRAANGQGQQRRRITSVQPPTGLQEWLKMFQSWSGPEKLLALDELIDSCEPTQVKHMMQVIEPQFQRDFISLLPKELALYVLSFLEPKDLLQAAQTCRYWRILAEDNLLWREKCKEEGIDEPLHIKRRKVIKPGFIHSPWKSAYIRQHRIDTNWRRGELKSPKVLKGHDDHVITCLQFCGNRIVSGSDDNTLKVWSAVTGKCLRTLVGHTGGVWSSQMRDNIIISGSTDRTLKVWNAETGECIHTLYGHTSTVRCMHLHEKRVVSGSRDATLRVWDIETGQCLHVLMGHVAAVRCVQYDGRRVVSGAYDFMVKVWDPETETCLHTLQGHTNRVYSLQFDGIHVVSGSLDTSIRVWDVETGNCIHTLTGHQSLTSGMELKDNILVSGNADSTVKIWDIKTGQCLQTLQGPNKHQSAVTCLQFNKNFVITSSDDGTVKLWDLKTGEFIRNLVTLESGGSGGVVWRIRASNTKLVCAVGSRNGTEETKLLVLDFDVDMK
TEAD-YAP block – TEAD-YAP interaction inhibition; AID 1259422; 1.4% of 640,000 active; inhibition, % at 9.12 µM; HEK-TIYL cells, TEAD-Gal4/YAP UAS-luciferase luminescence; in the data active = inhibition above about 32%;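 note: 0% = median of test compound wells and 100% = reference inhibitor wells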
MITF primary – human MITF inhibition, primary screen; inhibition, % at 2.6 µM; AlphaScreen MITF homodimerization, bead proximity signal; O75030; 0.91% of 650,000 active; in the data active = inhibition above about 50%;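 note: 0% = vehicle wells with protein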
The depositor's hits bear a star; x = not tested or not shown. Not a hit list; 3.4% or so of the library scored in one or more.

SMILES	GPR151 ag	FBW7 act	TEAD-YAP block	MITF primary
COc1cccc(N2C(=O)CN(C(=O)CCc3c(C)n[nH]c3C)CC2C)c1 (configuration not stated)	0.6	-0.1	-9	-10
O=C(CC1Sc2ccccc2NC1=O)Nc1ccc(Br)cc1 (configuration not stated)	0.8	-0.1	7	3
CCCN1C(=O)CC(C(=O)OC)C12CCN(CCC(C)C)CC2 (configuration not stated)	-0.1	0.0	-2	-2
CCC(=O)c1c(CC)nn2c3ccccc3n(C)c12	0.1	0.0	9	-7
Cc1ccc(-n2c3c(cc(C(=O)Nc4ccc(C#N)cc4)c2=O)C(=O)CC(C)(C)C3)cc1	0.1	0.8	5	1
COc1ccc(Cl)cc1NC(=O)C1=C(C)C(=O)OC12CCCCC2	0.7	0.1	11	2
COCCn1nnnc1C(CC(C)C)N1CCN(c2nc3ccccc3s2)CC1 (configuration not stated)	0.2	-0.1	-1	-2
Fc1ccc(-c2cc(-c3nc(-c4cccnc4)no3)c3ccccc3n2)cc1	0.4	0.1	-8	-8
CC(C)OC(=O)C1CC=CCC1C(=O)Nc1ccc(Cl)cc1 (configuration not stated)	0.5	-0.1	-3	-1
CCc1ccccc1NC(=S)N(Cc1ccccn1)Cc1ccccc1Cl	0.1	-0.1	-4	7
O=C(c1cccc(Oc2ccc(C(F)(F)F)cc2[N+](=O)[O-])c1)N1CCOCC1	-1.4	1.3	27	15
O=C(Cc1n[nH]c(=O)c2ccccc12)Nc1ccccn1	5.4*	0.1	0	7
CCCN1CC=C2C(C#N)=C(N)C(C#N)(C#N)C(c3ccc(C(C)(C)C)cc3)C2C1 (configuration not stated)	1.4	0.0	1	-5
COCCOC(=O)C1=C(C)N=C2SCCC(=O)N2C1c1cccc(Br)c1 (configuration not stated)	0.2	0.0	-3	2
O=C1CC(N2CCN(C(c3ccccc3)c3ccccc3)CC2)C(=O)N1c1ccccc1 (configuration not stated)	-0.2	-0.2	-1	7
CN1C(=O)/C(=C/c2ccc(Br)cc2)SC1=S	0.4	0.0	1	0
CC(C)n1nnnc1SCC(=O)Nc1ccc2c(c1)OCCO2	-0.5	0.1	-34	3
COc1ccc(Cn2c(O)c(C=NCc3cccnc3)c3ccccc3c2=O)cc1	-0.2	0.2	-5	15
COc1ccc(C=O)cc1Cn1ccnc1C	-0.6	0.0	7	5
O=C(c1ccc2sc3ccccc3n12)N1CCCC1	0.5	-0.2	-27	-7
CCOc1ccc2nc(SCC(=O)Nc3ccc(C(C)=O)cc3)sc2c1	-0.3	-0.1	-33	-7
O=C(CSc1nc2ncccc2[nH]1)Nc1ccc(F)c(Cl)c1	7.2*	-0.2	4	7
O=C1c2ccccc2C(=O)c2c1ccc(Cl)c2NC(=O)C(F)(F)F	0.4	-0.4	-1	14
COc1ccc(Br)cc1C(=O)Nc1ccc(-c2nc3ccccc3o2)c(O)c1	1.0	0.1	1	1
Cc1cc(/C=N/NC(=O)CC2(C)OCCO2)c(C)n1-c1cccc(Cl)c1Cl	-0.5	-0.2	4	-1
(further entries)
SMILES	GPR151 ag	FBW7 act	TEAD-YAP block	MITF primary
CCOc1ccc(C2C3=C(CCCC3=O)N(CC(=O)O)C3=C2C(=O)CCC3)cc1OC	1.1	0.1	12	5
C=CCS(=O)(=O)Nc1ccc(OC)cc1	-1.0	0.0	14	10
C(=C\c1ccccc1)/C=N/Nc1nc2ccccc2s1	2.0	-0.1	-25	10
O=C(Nc1cccc(Cl)c1)c1ccc(F)c(S(=O)(=O)N2CCc3ccccc3C2)c1	5.4*	-0.2	-8	0
Cc1ccc(C(=O)Oc2ccc(NC3=NS(=O)(=O)c4ccccc43)cc2CN2CCCCC2)cc1	1.0	-0.1	-18	1
Cc1cc(C)n(/N=C/c2ccc(O)cc2O)c(=O)c1C#N	-1.0	0.4	-9	1
Cc1cccc(-n2nc3c(c2NC(=O)c2ccc(Br)cc2)CSC3)c1C	-0.4	0.1	2	-8
O=c1/c(=C\c2cc([N+](=O)[O-])cc([N+](=O)[O-])c2O)sc2nc3ccccc3n12	-1.0	1.0	-1	28
CCN(Cc1ccccc1)C(=O)N1CCOCC1	-1.6	-0.3	4	1
NC(=O)c1cc(NC(=O)c2ccco2)ccc1N1CCOCC1	4.3	-0.2	-19	1
O=C(NC(c1ccccc1Cl)c1ccc2cccnc2c1O)c1ccccc1 (configuration not stated)	7.5*	-1.2	72*	-4
CSCc1nc2sc3c(c2c(=O)[nH]1)CCC3	0.4	-0.2	3	-5
O=C1NC(=Nc2ccc(O)cc2)S/C1=C/C=C/c1ccco1	1.1	-0.1	38*	38
COc1cc(Cl)cc(C2Nc3ccccc3-c3nnc(SC)nc3O2)c1OC (configuration not stated)	0.2	-0.2	-4	0
COc1ccc(-c2n[nH]c(=S)n2-c2ccc(Br)cc2)cc1OC	0.5	0.1	6	2
O=C(Nc1ccc2oc(=O)ccc2c1)c1ccccc1I	0.1	0.1	5	7
Cc1ccc(NC(=O)CCn2c(=O)sc3ccccc32)cc1	-1.1	-0.1	-16	-8
COC(=O)c1ccc2c(=O)n(CCc3ccc(S(N)(=O)=O)cc3)c(SCc3cccc(Br)c3)nc2c1	-0.4	-0.1	0	-6
CCCC(C)c1nnc(NC(=O)CC(C)(C)C)s1 (configuration not stated)	1.5	0.9	17	14
Cc1cc([N+](=O)[O-])c(C)cc1-c1ccc(C=C2C(=O)NC(=S)NC2=O)o1	0.2	-0.2	-20	3
COc1ccc(/C=N/NC(=O)CN2CCSCC2)cc1C	-0.7	-0.1	-5	49
Cc1ccnc2nc(C(=O)OCC(=O)NCc3cccc(Cl)c3)nn12	2.5	0.2	3	6
CCN(CC)S(=O)(=O)c1ccc(C(=O)Nc2sc3c(c2C(N)=O)CCN(C(C)=O)C3)cc1	0.6	-0.1	15	-9
CC(C)CN1C(=O)CSC1c1ccccc1 (configuration not stated)	-1.5	-0.1	17	-1
CCCCCn1c(=S)[nH]c2cc(C(=O)N(CC)CC)ccc2c1=O	1.4	-0.1	13	-1
(list continues)
SMILES	GPR151 ag	FBW7 act	TEAD-YAP block	MITF primary
CCN(CCN(C)C)Cc1ccc(Cl)c(Cl)c1	0.7	-0.4	-5	54*
COc1ccc(OC)c(Nc2nc(N3CCCCC3)c3ccccc3n2)c1	-0.9	0.6	10	6
CN(C)c1ccc(C(CNC(=O)CNC(=O)c2ccco2)c2c[nH]c3ccccc23)cc1 (configuration not stated)	1.3	-0.1	6	9
COc1ccc(/C(N)=N/OC(=O)c2ccc(I)cc2)cc1	-0.2	0.1	-19	-1
C=CCc1cc(/C=C2/SC(=O)N(CC(=O)OCC)C2=O)cc(OCC)c1O	-2.0	-0.1	-4	5
O=C(Nc1ccn(Cc2ccccc2)n1)c1ccccc1	0.0	-0.1	-22	1
O=C(Nc1cc(C(F)(F)F)cc(C(F)(F)F)c1)c1oc(=O)c2ccccc2c1-c1ccccc1	0.6	-0.1	-5	-11
O=C(NC1CCN(Cc2ccccc2)CC1)c1ccc(Cl)cc1Cl	2.0	-0.1	10	-4
COc1ccc(OC)c(NC(=O)CSc2nc3ccsc3c(=O)n2-c2ccccc2)c1	-0.3	-0.1	2	11
Cc1cc(-c2ccc3nc(C4COc5ccccc5C4)sc3c2)ccn1 (configuration not stated)	2.2	0.2	-22	16
CC(C)Oc1cccc(-n2c(CCc3c[nH]c4ccc(Br)cc34)nc3ccccc3c2=O)c1	-1.4	0.2	x	10
CC(NC(=O)C1(S(=O)(=O)c2ccc(Cl)cc2)CC1)c1ccccc1 (configuration not stated)	-1.3	0.1	12	10
CNC(=S)N1N=C(c2c(-c3ccccc3)c3cc(Cl)ccc3[nH]c2=O)CC1c1ccc(OC)cc1 (configuration not stated)	-0.6	0.2	13	3
COc1ccc(CCC(=O)Nc2ccc(OC)cc2)cc1	-0.4	0.2	-11	5
O=C1C2C(c3ccccc3)C=CC(c3ccccc3)C2C(=O)N1c1ccccc1Cl (configuration not stated)	-1.3	-0.2	-3	-9
O=C(CSc1nc2cc(C(=O)N3CCOCC3)ccc2c(=O)n1-c1ccccc1)c1ccccc1	1.4	-0.1	18	1
CC(C)[C@@H]1NC(=O)[C@H]2CN(C(=O)c3cc(Cl)cc(Cl)c3)CCN2C1=O	1.5	0.3	-4	9
COc1ccc2c(c1)N(C[C@H](C)CN(C)C)c1ccccc1S2	-3.3	-0.2	x	-20
CCN(CC)CCCNC(=O)CCCCCn1c(=O)[nH]c2cc(C(=O)OC)ccc2c1=O	0.6	0.0	8	7
CCOCCCNC(=O)c1cc(S(=O)(=O)N2CC(C)CC(C)C2)ccc1Sc1cccc(Cl)c1 (configuration not stated)	0.4	0.1	-6	-7
CN(c1ccccc1)S(=O)(=O)c1ccc(C(=O)Nc2ccccc2Oc2ccccc2)cc1	1.5	0.7	-9	7
Cc1nc(SCC(=O)NC2CCCC2)[nH]c(=O)c1C	-0.6	0.1	-5	6
CCC(C)C(=O)NCc1nnc2n1CCN(C(=O)c1csc(SC)n1)CC2 (configuration not stated)	-1.5	-0.1	-5	-5
Cc1ccc(NC(=S)NN2CCOCC2)c(C)c1	-0.9	-0.1	9	3
CC1CCCC(NC(=O)CCn2c(=O)[nH]c3ccsc3c2=O)C1C (configuration not stated)	1.1	-0.2	3	0
Going on with the list.
SMILES	GPR151 ag	FBW7 act	TEAD-YAP block	MITF primary
COCC(C)n1c(-c2ccc3c(c2)NC(=O)CO3)csc1=Nc1c(C)cccc1C (configuration not stated)	-1.7	0.0	10	-35
CCC(C)NC(=O)CSc1nc2n[nH]c(C)c2c(=N)n1-c1cccc(Cl)c1C (configuration not stated)	-1.1	0.0	-29	5
CN1CCC(=NNC(=O)c2c[nH]c3ccccc23)CC1	-1.0	0.0	-7	5
CCN(c1ccccc1)S(=O)(=O)c1ccc2[nH]cc(C(=O)NCCCOC)c(=O)c2c1	0.1	-0.4	8	6
N#CC1=C(N)SC(N)=C(C#N)C1c1c(Cl)cccc1Cl	0.8	0.1	6	5
O=C(COc1ncnc2c(Cl)cc(Cl)cc12)N1CCCCCC1	-0.3	0.1	5	-18
CCS(=O)(=O)Nc1ccc2c(c1)OCC(C)(C)C(=O)N2CC(C)C	-0.3	0.3	3	10
O=C(CSc1nnnn1-c1ccc(F)cc1)Nc1ccc(N2CCOCC2)c(Cl)c1	0.0	0.0	13	-1
CNC(=O)Cc1nc2ccccc2n1CC(=O)Nc1cccc(C(=O)OC)c1	1.3	0.1	1	11
CCc1ccc(-c2ccc(C(=O)Oc3ccccc3)cc2)nc1	-1.3	-0.1	3	2
CC(=O)c1cccc(-c2nc3ncnc(Nc4ccc(N5CCOCC5)cc4)c3[nH]2)c1	0.9	-0.2	25	12
CCOC(=O)c1cc(S(=O)(=O)Nc2cc(C)ccc2C)cn1C	0.6	0.2	-4	9
COc1cccc(C(=O)OCC(C)N(C)C)c1 (configuration not stated)	0.5	-0.3	0	1
Cc1cc(=O)n2nc(N3CCC(C(=O)NCCCSC4CCCCC4)CC3)sc2n1	0.1	0.9	-7	4
COCC(=O)Nc1ccccc1C(N)=O	-0.2	0.1	-9	12
Cc1nnc2n1NC(c1ccccc1)C(C(=O)Nc1cccc(C(F)(F)F)c1)S2 (configuration not stated)	-0.1	0.0	3	-13
N#Cc1c(-c2ccc(Cl)c(Cl)c2)nc2n(c1=O)CCS2	-1.7	1.1	8	20
CC(C)CN1CCC[C@@H]2CN(C(=O)Cc3ccccc3F)CC[C@@H]21	0.7	-0.1	5	1
O=C(Nc1ccc(Cl)cn1)c1c(O)c2ccccc2[nH]c1=O	0.7	0.4	-13	16
COc1cc(-c2cc3c(c(N)c2C#N)c(=O)oc2ccccc23)cc(OC)c1OC	-0.3	0.1	3	2
Cc1cccn2c(=O)c3cc(C(=O)Nc4ncccn4)sc3nc12	2.6	0.0	1	14
COC(=O)c1ccc(COC(=O)c2ccc(OC)c(OC)c2)cc1	-1.2	0.1	4	-3
CCNC(=O)[C@@H]1C[C@@H](NCc2c(OC)ccc3ccccc23)CN1C1Cc2ccccc2C1	-2.0	0.1	4	0
Cc1ccc(N2C(=O)c3ccc4c5c(ccc(c35)C2=O)C(=O)NC4=O)cc1	0.3	-0.1	1	4
O=C(CCC(=O)N1CCCC1)Nc1nc(-c2cc3cc(Br)ccc3oc2=O)cs1	-0.1	0.0	-3	-1
COc1ccc(NC(=O)CCCC(=O)c2ccccc2)cn1	0.2	0.0	3	-2

Among those listed so far, 9 have bromine:
SMILES	GPR151 ag	FBW7 act	TEAD-YAP block	MITF primary
O=C(CC1Sc2ccccc2NC1=O)Nc1ccc(Br)cc1 (configuration not stated)	0.8	-0.1	7	3
COCCOC(=O)C1=C(C)N=C2SCCC(=O)N2C1c1cccc(Br)c1 (configuration not stated)	0.2	0.0	-3	2
CN1C(=O)/C(=C/c2ccc(Br)cc2)SC1=S	0.4	0.0	1	0
COc1ccc(Br)cc1C(=O)Nc1ccc(-c2nc3ccccc3o2)c(O)c1	1.0	0.1	1	1
Cc1cccc(-n2nc3c(c2NC(=O)c2ccc(Br)cc2)CSC3)c1C	-0.4	0.1	2	-8
COc1ccc(-c2n[nH]c(=S)n2-c2ccc(Br)cc2)cc1OC	0.5	0.1	6	2
COC(=O)c1ccc2c(=O)n(CCc3ccc(S(N)(=O)=O)cc3)c(SCc3cccc(Br)c3)nc2c1	-0.4	-0.1	0	-6
CC(C)Oc1cccc(-n2c(CCc3c[nH]c4ccc(Br)cc34)nc3ccccc3c2=O)c1	-1.4	0.2	x	10
O=C(CCC(=O)N1CCCC1)Nc1nc(-c2cc3cc(Br)ccc3oc2=O)cs1	-0.1	0.0	-3	-1
